NTR1 agonist – NTR1-driven beta-arrestin-GFP spot formation – imaging, U2OS cells, high content, primary screen (AID 493036); P30989; agonist mode; activation, % at 20 µM; 330,000 compounds, 0.17% hits;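 active = activation at or above 40% of the spot to cytoplasm intensity ratio, with at least 20 cells analyzed; inconclusive = wells under 20 cells, flagged as cytotoxic or low count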;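 note: 0% = DMSO without peptide and 100% = 100 nM NTR1 peptide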
Target sequence (P30989 whole entry, looked up): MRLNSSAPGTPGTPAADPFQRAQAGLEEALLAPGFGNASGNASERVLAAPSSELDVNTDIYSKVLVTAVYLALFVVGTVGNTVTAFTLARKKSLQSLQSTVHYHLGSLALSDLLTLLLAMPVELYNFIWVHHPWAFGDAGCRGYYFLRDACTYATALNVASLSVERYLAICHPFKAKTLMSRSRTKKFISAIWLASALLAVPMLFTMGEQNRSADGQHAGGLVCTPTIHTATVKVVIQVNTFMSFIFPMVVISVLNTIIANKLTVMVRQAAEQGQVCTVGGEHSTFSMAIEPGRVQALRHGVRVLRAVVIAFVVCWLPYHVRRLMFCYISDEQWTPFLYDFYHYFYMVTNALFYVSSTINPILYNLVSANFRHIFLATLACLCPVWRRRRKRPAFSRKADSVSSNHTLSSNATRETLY
Yfh1-off respiration – mitochondrial function rescue without frataxin homolog – Friedreich's ataxia, plus single-dose screen, dose response (AID 1465). one-dose fold induction at 50 µM; EC50 in µM for titrated hits. S. cerevisiae Yfh1-off respiration, WST-1 reduction, 72 h; higher fold induction means a stronger effect. 220,000 compounds, 0.074% hits;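 active = fold induction of absorbance versus untreated yeast above a set limit, then at least 30% activation at any dose in follow-up; inconclusive = repeats straddling the limit, or above it without dose testing; inactive = fold induction below the set limit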;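 note: activators that raise dye reduction in frataxin-depleted yeast; strong numbers were not always called active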
MgcRacGAP inhibition – MgcRacGAP GTPase-activating activity inhibitors, confirmation, biochemical, ADP Hunter fluorescence; MgcRacGAP-stimulated Rac1 GTP hydrolysis, ADP Hunter fluorescence; higher % means a stronger effect; GST-tagged Rac1 F28L mutant substrate; inhibition, % at 30 µM; hits with a dose series show IC50 in µM; 340,000 compounds, 0.6% hits;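 active = first-screen hits whose inhibition reached a set limit at any dose in the follow-up dose series; inconclusive = inhibition above the set first-screen limit but never retested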;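 note: fluorescence reports GDP produced by GAP-driven GTP hydrolysis; strong numbers were not always called active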
AID2073 – inhibitors of Mint1-CaV2.2 protein interaction, biochemical, HTRF (AID 2073); 290,000 compounds, 0.19% hits; inhibition, % at 20 µM, or IC50 in µM where a hit was titrated; HTRF protein-protein interaction, Mint1-CaV2.2; higher % means a stronger effect; in the data active = inhibition mostly above about 51%, no sharp cut-off; inconclusive = no clear call, values can overlap the other calls; inactive = mostly below about 53%; note: some results filed as inactive read as strong as hits
GPR55 antagonists – GPR55 antagonists blocking LPI-driven arrestin recruitment, primary screen, imaging, U2OS, beta-arrestin-GFP, LPI agonist (AID 2013); U2OS GPR55 beta-arrestin-GFP translocation imaging, LPI antagonism; higher % means a stronger effect; inhibition, % at 10 µM, or IC50 in µM where a hit was titrated; 290,000 compounds, 0.13% hits;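 active = spots per cell inhibited over 60%, with over 100 cells counted and total cytoplasm intensity under 500,000; inconclusive = wells with under 100 cells, flagged as likely toxic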;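 note: U2OS cells stably carrying GPR55 and arrestin-GFP stimulated by 5 µM LPI near EC80; imaged beta-arrestin-GFP aggregate spots per cell after agonist stimulation; plate controls were LPI-stimulated DMSO wells for no effect and DMSO wells without LPI for full effect; some results filed as inactive read as strong as hits; confirmed hits need IC50 under 10 µM and bright autofluorescent wells are also inconclusive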
SV40 large T antigen – SV40 large T antigen inhibitors, biochemical (AID 1903); 310,000 compounds, 0.39% hits; inhibition, % at 20 µM; hits with a dose series show IC50 in µM; SV40 large T antigen ATPase/helicase inhibition assay; higher % means a stronger effect; in the data active = a potency from the dose series; inconclusive = inhibition mostly from about 32% at the one dose, without a potency; inactive = the rest, 99 in 100 with inhibition below about 32%; note: strong numbers were not always called active
GPR35 arrestin U2OS – inhibition of zaprinast-stimulated GPR35 beta-arrestin translocation – imaging, U2OS, beta-arrestin-GFP, zaprinast agonist, primary screen (AID 2058); U2OS GPR35 beta-arrestin-GFP translocation imaging, zaprinast antagonism; higher % means a stronger effect; inhibition, % at 10 µM; hits with a dose series show IC50 in µM; 290,000 compounds, 0.052% hits;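 active = inhibition of at least 50% with at least 30 cells and total cytoplasm GFP at most 10,000,000; inconclusive = under 30 cells or total GFP of 10,000,000 plus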
GPR55 beta-arrestin – GPR55 agonists via beta-arrestin recruitment, primary screen, imaging, U2OS cells, beta-arrestin-GFP redistribution (AID 1961). U2OS GPR55 beta-arrestin-GFP redistribution imaging; higher % means a stronger effect. activation, % at 10 µM; hits with a dose series show EC50 in µM. 290,000 compounds, 0.048% hits;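 active = activation above 40% with more than 50 cells counted in the well; inconclusive = wells holding fewer than 50 cells, flagged as toxic or sparse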;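 note: U2OS osteosarcoma cells stably expressing GPR55 and beta-arrestin-GFP; plate controls were DMSO negative control for no effect and LPI positive control for full effect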
NS5 inhibitors – Dengue-2 NS5 methyltransferase inhibitors, primary screen, biochemical, confirmation dose response (AID 588689); Dengue-2 NS5 methyltransferase capping enzyme assay, biochemical; higher % means a stronger effect; inhibition, % at 25 µM, or IC50 in µM where a hit was titrated; 340,000 compounds, 0.3% hits; in the data active = a potency from the dose series; inconclusive = inhibition above about 29% without an active follow-up result
NTR1 agonist cell count 20 µM – recorded beside NTR1 agonist, whose call it bears; cell count; measured here: cell count, cytotoxicity flag
NS5 inhibitors pilot replicate – also measured in NS5 inhibitors; calls as there; inhibition, %; measured here: pilot screen replicate inhibition
* = called active by the depositor; i = inactive; ? = inconclusive; / = not tested or not shown. Compounds as they come. Share with any hit: about 1.7%.

SMILES	NTR1 agonist	NTR1 agonist cell count 20 µM	Yfh1-off respiration	MgcRacGAP inhibition	AID2073	GPR55 antagonists	SV40 large T antigen	GPR35 arrestin U2OS	GPR55 beta-arrestin	NS5 inhibitors	others
Cc1ccc(OCCNC(=O)c2ccco2)cc1C	-1.3	41	i	12%	4%	3%	3%	10%	-0.1%	-9%
Cc1cccc(NC(=O)C2CCN(S(=O)(=O)c3cccc4cccnc34)CC2)n1	-0.9	73	i	5%	-2%	6%	5%	13%	-0.2%	-6%
CN(C)S(=O)(=O)c1ccc(N2CCCC2)c(C(=O)N2CCN(c3ccc([N+](=O)[O-])cc3)CC2)c1	1.2	29	i	5%	21%	17%	10%	1%	0.69µM*	10%
C=CCNC(=O)c1cc2nc(C3CC3)cc(C(F)F)n2n1	-0.2	56	i	-3%	27%	5%	8%	-5%	0.3%	-14%
c1ccc2c(-c3nnc4n3CCCCC4)cc(-c3ccncc3)nc2c1	2.6	37	i	-11%	8%	3%	6%	-16%	0.4%	-4%
CCOc1ccccc1C(=O)NC(C(=O)OCC(=O)Nc1nnc(-c2ccccc2)o1)C(C)C (stereo unspecified)	0.2	51	i	8%	-3%	-2%	-9%	4%	-0.1%	5%
COC(=O)C(C(=O)OC)C(C(C)C)C(C(=O)OC)C(=O)OC	-0.2	50	i	9%	15%	2%	5%	-2%	0.0%	-9%
CCOC(=O)N1CCN(C(=O)c2ccc(CNS(=O)(=O)c3ccc(NC(C)=O)cc3)cc2)CC1	-1.4	50	/	12%	7%	8%	10%	-2%	0.5%	4%
COc1ccccc1-c1ccc(=O)n(CC(=O)NCc2cccs2)n1	1.3	24	i	-1%	-2%	-2%	7%	-10%	0.4%	-3%
O=C(COC(=O)c1cc(=O)[nH]c2ccccc12)Nc1nc(-c2ccccc2)cs1	4.2	72	i	14%	22%	-8%	6%	-3%	-0.1%	-1%
O=C(CN1CCN(Cc2ccc(Cl)cc2)C1=O)NCCCN1CCN(c2ccc(F)cc2)CC1	0.0	67	i	1%	-3%	37%	4%	21%	0.3%	-15%
O=C(CCc1ccccc1)c1ccc2c(c1)OCCCO2	-3.3	90	i	1%	4%	7%	12%	-7%	-0.1%	-7%	NS5 inhibitors pilot replicate=-0.2
Cc1cc(C(=O)CSc2nnnn2-c2ccc(O)cc2)c(C)n1C	0.2	47	i	14%	-4%	4%	11%	0%	1.1%	/
Cc1c(/C=C(\C#N)C(=O)NCc2ccccc2)cc(C#N)n1C	1.6	39	/	5%	15%	-4%	10%	-1%	-0.3%	4%
Cc1ccccc1N(CC(=O)NCCSc1ccccn1)S(=O)(=O)c1ccccc1	-0.6	30	i	7%	27%	-2%	7%	3%	0.2%	/
COCc1cc(=O)[nH]c(/N=C(\N)Nc2ccc(C)cc2)n1	2.7	102	i	12%	6%	4%	5%	-7%	-0.1%	-7%
CCOC(=O)C1CCCN(Cc2c(Cl)cccc2Cl)C1 (stereo unspecified)	-0.1	99	i	14%	1%	-4%	1%	19%	-0.2%	-11%
O=C(CN1CCCC1)Nc1ccc(-c2nc3cc(NC(=O)CN4CCCC4)ccc3o2)cc1	2.7	89	i	19%	18%	28%	15%	-5%	-0.2%	5%
N#C/C(=C/c1ccc(-c2ccc(S(N)(=O)=O)cc2)o1)c1nc2ccccc2s1	-0.6	63	i	8%	33%	4%	-7%	12%	0.4%	?
Cc1cccc(NC(=O)CCN2CCC(C(N)=O)CC2)c1	0.8	58	/	2%	-1%	-1%	4%	12%	1.3%	-10%
COc1ccc(C(=O)N2CCN(Cc3ccc4c(c3)OCO4)CC2)cc1[N+](=O)[O-]	-0.7	26	i	1%	0%	4%	3%	23%	0.1%	-4%
CCNC(=S)Nc1cccc(Cl)c1C	-2.2	39	i	5%	-5%	11%	7%	18%	-0.2%	6%
Cc1cccc(C(=O)NCCCNC(=O)c2ccco2)c1	-0.2	42	/	7%	6%	0%	8%	-2%	/	1%
CC(=O)Nc1ccc(NC(=O)CCC(=O)NCCO)cc1	4.5	51	i	9%	-1%	-4%	7%	1%	-0.3%	-3%
CC(Sc1n[nH]c(=O)[nH]c1=O)C(=O)OCc1ccccc1 (stereo unspecified)	1.7	40	i	9%	3%	-17%	-3%	-4%	-0.1%	-1%
CCn1c(=O)c(C(=O)NCc2cccnc2)c(O)c2ccccc21	1.0	84	i	4%	22%	6%	-3%	-2%	0.2%	-6%
C[C@@H](C(=O)Nc1nc2ccccc2s1)N1C(=O)C2CC=CCC2C1=O (stereo partly specified)	-1.2	64	i	3%	5%	2%	3%	8%	0.0%	-13%
O=S(=O)(c1ccc2c(c1)OCCO2)N1CCN(Cc2ccc3c(c2)OCO3)CC1	-1.0	62	i	6%	0%	8%	5%	10%	0.2%	-3%
CC1(C)CC(=O)C2=C(C1)OC1=C(C(=O)CC(C)(C)C1)C2(C)C	-0.9	66	i	/	1%	8%	24%	9%	0.2%	/
Cc1cc(=O)oc2c3c(cc(OCC(=O)NC4CC4)c12)OC(C)(C)CC3	1.0	86	/	12%	46%	15%	6%	6%	-0.1%	1%
O=C(CC(=O)NC1CCCCC1)N/N=C/c1ccccc1F	-0.3	53	i	/	5%	-4%	-6%	11%	0.2%	/
CC1=NN(c2ccc(Cl)c(C(=O)O)c2)C(=O)/C1=C/c1ccc(-c2ccccc2[N+](=O)[O-])o1	1.0	97	/	29µM*	29%	5%	16µM*	-12%	0.0%	9.5µM*
COC(=O)C1=CN(Cc2ccc(OC)cc2)C=C(C(=O)OC)C1c1cccs1	1.1	45	i	4%	-2%	-13%	21%	7%	0.3%	-4%
Cc1noc(C)c1C(=O)OCC(=O)Nc1cccc(S(N)(=O)=O)c1	0.5	87	i	-3%	8%	10%	16%	-14%	0.2%	-4%
C/C(=N\OC(=O)Nc1ccc(Cl)cc1)c1ncc(C(F)(F)F)cc1N1CCOCC1	-3.1	97	i	11%	34%	4%	-2%	-4%	0.3%	-6%
COc1ccc(C2=Nn3c(nnc3-c3ccc(OC)cc3)SC2)cc1	/	/	i	7%	2%	-27%	6%	8%	0.2%	-2%
CC(=O)c1ccc(NC(=O)c2cnsn2)cc1	-0.5	66	i	5%	28%	1%	11%	8%	0.2%	-8%
Cc1ccc(NC(=O)[C@H](C)NC(=O)C2CCN(C(=O)[C@H](CC(C)C)NC(=O)OC(C)(C)C)CC2)cc1	-0.8	55	/	14%	-3%	6%	8%	-2%	0.0%	-7%
CN1/C(=C/C(=O)C2CCC2)Sc2ccccc21	0.7	52	i	4%	-26%	6%	0%	-16%	0.6%	-8%
O=S(=O)(c1ccc(N2CCCCCC2)nc1)N1CCCC1	-0.5	44	i	5%	-2%	-16%	4%	-8%	-0.5%	3%

Compounds shown so far that have an aryl methoxy group, in the order listed:
SMILES	NTR1 agonist	NTR1 agonist cell count 20 µM	Yfh1-off respiration	MgcRacGAP inhibition	AID2073	GPR55 antagonists	SV40 large T antigen	GPR35 arrestin U2OS	GPR55 beta-arrestin	NS5 inhibitors	others
COc1ccccc1-c1ccc(=O)n(CC(=O)NCc2cccs2)n1	1.3	24	i	-1%	-2%	-2%	7%	-10%	0.4%	-3%
COc1ccc(C(=O)N2CCN(Cc3ccc4c(c3)OCO4)CC2)cc1[N+](=O)[O-]	-0.7	26	i	1%	0%	4%	3%	23%	0.1%	-4%
COC(=O)C1=CN(Cc2ccc(OC)cc2)C=C(C(=O)OC)C1c1cccs1	1.1	45	i	4%	-2%	-13%	21%	7%	0.3%	-4%
COc1ccc(C2=Nn3c(nnc3-c3ccc(OC)cc3)SC2)cc1	/	/	i	7%	2%	-27%	6%	8%	0.2%	-2%

Remaining list, next part
SMILES	NTR1 agonist	NTR1 agonist cell count 20 µM	Yfh1-off respiration	MgcRacGAP inhibition	AID2073	GPR55 antagonists	SV40 large T antigen	GPR35 arrestin U2OS	GPR55 beta-arrestin	NS5 inhibitors	others
O=C1OC(Nc2ccc(F)cc2F)c2ccccc21 (stereo unspecified)	-0.3	65	i	8%	-14%	-4%	1%	16%	0.2%	-5%
CCOc1cc(CNCc2cccs2)cc(Br)c1OCC	2.4	43	i	6%	-7%	20%	5%	-2%	-0.1%	3%
COc1cc(OC)c(C(=O)NCc2ccc3c(c2)OCO3)cc1OC	-0.2	61	/	7%	11%	5%	6%	7%	-0.1%	1%
Cc1cc2nnc(SCC(=O)NCc3cccs3)n2c(N)n1	3.7	58	i	8%	21%	-9%	6%	-2%	-0.3%	2%
Cc1ccc2c(c1)cc(C(=O)N1CCN(c3ccccn3)CC1)n2C	0.3	55	/	18%	4%	3%	11%	-4%	0.2%	/
O=C(CSC1=NCCS1)NC(NC(=O)CSC1=NCCS1)c1ccccc1	-0.4	38	i	5%	1%	12%	6%	5%	-0.3%	-1%
CC(C)N(Cc1ccccc1)C(=O)COC(=O)c1ccc2c(c1)OCCO2	1.0	58	i	5%	-2%	9%	3%	-9%	-0.1%	4%
CCN(CC)S(=O)(=O)c1ccc(OC)c(NC(=O)c2cn(CC)c3nc(C)ccc3c2=O)c1	1.1	46	i	7%	32%	11%	13%	-19%	0.2%	-11%

Some of these compounds in order of molecular weight, smallest number first.
SMILES	NTR1 agonist	NTR1 agonist cell count 20 µM	Yfh1-off respiration	MgcRacGAP inhibition	AID2073	GPR55 antagonists	SV40 large T antigen	GPR35 arrestin U2OS	GPR55 beta-arrestin	NS5 inhibitors	others
COc1cc(OC)c(C(=O)NCc2ccc3c(c2)OCO3)cc1OC	-0.2	61	/	7%	11%	5%	6%	7%	-0.1%	1%
CC(C)N(Cc1ccccc1)C(=O)COC(=O)c1ccc2c(c1)OCCO2	1.0	58	i	5%	-2%	9%	3%	-9%	-0.1%	4%
O=C(CSC1=NCCS1)NC(NC(=O)CSC1=NCCS1)c1ccccc1	-0.4	38	i	5%	1%	12%	6%	5%	-0.3%	-1%

Bioassay records deposited in PubChem by several laboratories.
